Assay outcomes from PubChem BioAssay.
C2C12 statin – protects C2C12 myotubes from simvastatin toxicity | ATP luminescence, 48 h; scaled: DMSO 0, geranylgeraniol control 100 | rescue of ATP level, % at 7.49 µM | 330,000 tested, 0.78% active | AID 602340;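 active means mean ATP rescue above about 67%, or every replicate alone reaching that limit, limit read from the data, passing the limit was not always enough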;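 further: myotubes were challenged with 10 µM simvastatin during compound exposure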
FN deposit inh – fibronectin deposition inhibition; AH1F fibroblasts, Alexa488-fibronectin deposition fluorescence, overnight; AID 743247; inhibition, % at 12.6 µM; 350,000 tested, 0.086% active;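 active means mean inhibition across replicates of 30% or more, regardless of how many single replicates reach that level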;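 further: positive control wells lacked labelled fibronectin entirely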
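Material: AH1F fibroblasts assembling fluorescent fibronectin matrix; amount: 10000 AH1F cells/well; medium: DMEM, 2% serum; reagent: Alexa488-fibronectin, 24 nM final in well; dosing: single compound dose, delivered by pin transfer; incubation: 1 h adhesion, overnight exposure; detection: fluorescence after three HBSS washes, excitation 485 nm, emission 525 nm; measure: fibronectin deposition inhibition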
LGR2 inh – Drosophila LGR2 receptor signaling inhibition. HEK293 LGR2, CRE-luciferase, bursicon-stimulated, 4 h. inhibition, % at 9.99 µM. 380,000 tested, 0.35% active;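 active means drop in luminescence signal, shown as inhibition above about 50% in the replicate tests, limit read from the data, passing the limit was not always enough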;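 further: agonist challenge used bursicon conditioned medium at about half maximal strength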
esBAF inh – inhibitors of esBAF chromatin remodeling in mouse ES cells; 350,000 tested, 2% active; reporter increase, % at 12.5 µM; Bmi1-luciferase knock-in reporter, 24 h; 100% = twice the neutral-well signal; in the data active means activation above about 40%;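 further: 0% = median of the plate's neutral control wells and 100% = double that signal; a rise in the Bmi1 reporter signal indicates esBAF inhibition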
S100A4 MyoIIA – blocks human S100A4 binding to myosin IIA peptide. AID 652163. inhibition, % at 10.7 µM. P26447. 360,000 tested, 0.14% active. S100A4/TAMRA-MyoIIA peptide fluorescence polarization;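 active means mean inhibition of at least 70% across replicates, with every replicate also reaching that level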
Target sequence (P26447 whole entry, looked up): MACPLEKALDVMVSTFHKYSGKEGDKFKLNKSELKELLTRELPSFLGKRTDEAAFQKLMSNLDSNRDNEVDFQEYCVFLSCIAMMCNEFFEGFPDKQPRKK
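Material: S100A4 monomer protein / Buffer or medium: 50 mM HEPES pH 7.2, 10 mM CaCl2, 100 mM KCl / Times: 5 min incubation before reading / Benchmarks: neutral control DMSO, positive control TFP / Reagent: labelled myosin peptide probe, 5 nM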
SIRT5 block – inhibitors of human sirtuin-5 desuccinylase. Q9NXA8. Purified SirT5, succinyl-peptide AMC, trypsin-coupled fluorescence. inhibition, % at 15 µM. 330,000 tested, 1.1% active. AID 652115; in the data active means inhibition above about 15%
Target sequence (Q9NXA8 whole entry, looked up): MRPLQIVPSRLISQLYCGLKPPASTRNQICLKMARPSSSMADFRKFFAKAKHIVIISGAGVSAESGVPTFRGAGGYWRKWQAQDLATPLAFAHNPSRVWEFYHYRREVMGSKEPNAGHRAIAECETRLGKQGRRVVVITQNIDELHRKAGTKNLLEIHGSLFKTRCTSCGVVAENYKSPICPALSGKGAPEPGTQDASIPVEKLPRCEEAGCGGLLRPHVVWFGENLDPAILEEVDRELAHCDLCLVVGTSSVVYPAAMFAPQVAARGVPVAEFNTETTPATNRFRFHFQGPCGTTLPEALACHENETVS
CASP6 VEID inh – blocks human caspase-6 cleavage activity; AID 686996; purified caspase-6, Z-VEID-R110 cleavage fluorescence; 350,000 tested, 0.53% active; inhibition, % at 12.5 µM;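 active means mean inhibition across replicates at least about 35%, with every replicate also reaching that limit, limit read from the data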;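 further: 0% = median of neutral control wells and 100% = no fluorescence left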
Target sequence (P55212 24-179 limits assumed): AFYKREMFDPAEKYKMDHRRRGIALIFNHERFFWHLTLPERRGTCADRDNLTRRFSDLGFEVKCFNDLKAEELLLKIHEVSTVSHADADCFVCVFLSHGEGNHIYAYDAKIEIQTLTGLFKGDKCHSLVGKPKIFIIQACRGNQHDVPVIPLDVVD
Target sequence (P55212 194-293 limits assumed): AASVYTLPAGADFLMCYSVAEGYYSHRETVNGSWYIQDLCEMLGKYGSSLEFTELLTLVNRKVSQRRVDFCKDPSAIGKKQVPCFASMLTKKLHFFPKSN
* hit, by the source's call; . = not tested or not shown; & = joins results of further samples.

SMILES	C2C12 statin	FN deposit inh	LGR2 inh	esBAF inh	S100A4 MyoIIA	SIRT5 block	CASP6 VEID inh
CC(C)NC(=O)N(C)C[C@H]1Oc2ccc(NC(=O)CCCCCC(=O)Nc3ccccc3N)cc2CC(=O)N([C@@H](C)CO)C[C@H]1C	-33	.	-10	1	11	.	0
CC(C)(C)NC(=O)C(c1cc2ccccc2o1)n1c(=O)c(-c2ccco2)nc2ccccc21 (stereo not given)	.	-4	-62	.	-4	-5	1
Cc1ccc(-c2noc(C3CCN(S(C)(=O)=O)CC3)n2)o1	16	4	.	28	.	.	.
CCCCCCSc1ccc(-c2nc3ccc(Cl)cn3c2NC2CCCCC2)cc1	-10	-18	4	-8	-7	.	-3
CCOC(=O)c1ccc(S(=O)(=O)NC2CC2)cc1	-1	-8	-4	5	2	2	1
CCC(=O)N[C@H]1CC[C@H](CC(=O)OC)O[C@@H]1CO	7	.	17	-1	-26	-2	1
CCc1nnc(NC(=O)CSc2nnc(C(C)NC(=O)c3ccccc3)n2C)s1 (stereo not given)	-2	6	13	3	-11	-3	1
CCCCCc1nc2c(c(=O)c3ccccc3n2C)c(=O)n1Cc1ccc(OC)cc1	.	-3	6	.	-1	-3	1
CO[C@H](CN(C)S(=O)(=O)c1ccc(F)cc1)[C@@H](C)CN(C(=O)Nc1ccccc1F)[C@@H](C)CO	15	5	-2	2	-2	.	1
CC1Cn2c(CCc3ccccc3)nnc2S1 (stereo not given)	-9	-5	.	-2	.	.	.
Cc1csc(=Nc2ccc(S(=O)(=O)N3CCOCC3)cc2)n1Cc1ccco1	14&17	.	13	7	13	.	5
CC1CCN(C(=S)NC(=O)c2cccc([N+](=O)[O-])c2)CC1	-7	-8	3	-2	-2	0	-2
CC(C)Cc1cc(C(=O)N2CCCC(CO)(Cc3ccc(F)cc3)C2)no1 (stereo not given)	-8	-7	0	2	-3	-1	3
CCCCCC1CCC(c2nnc(SCC(C)=O)o2)CC1 (stereo not given)	8	-3	22	-4	-10	-3	3
CC(C)(C)[S@](=O)N1Cc2cc(C(=O)O)nc(-c3cccc(-c4ccc(F)cc4)c3)c2[C@@H]1CCO	.	1	-9	.	4	7	1
CCOc1ccc(C=NNc2ccc(S(=O)(=O)Nc3ccccc3C(=O)O)cc2[N+](=O)[O-])cc1	4	1	-6	-6	0	20*	23
CC(CCc1ccccc1)NC(=O)CSc1nc(N)cc(N)n1 (stereo not given)	10	-1	.	-5	.	.	.
CO[C@@H]1CN(C)C(=O)c2cc(NC(=O)C3CCC3)ccc2OC[C@@H](C)N(Cc2cccnc2)C[C@@H]1C	1	-9	-3	8	3	3	0
CC(=O)c1c(C)[nH]c(C(=O)NCCc2ccc(Cl)cc2)c1C	-18	2	-29	-14	13	2	-1
CC=Cc1ccc2n(c1=O)C[C@@H]1[C@@H](CO)[C@H](C(=O)NCc3ccc(F)cc3)[C@H]2N1C (mixture of isomers)	-9	.	1	1	8	-4	6
COc1ccc(NC(=O)N(C)C[C@@H]2Oc3c(NC(=O)C4CCOCC4)cccc3C(=O)N([C@@H](C)CO)C[C@@H]2C)cc1	-16	.	-28	1	-5	-1	0
CSCC[C@H](NC(=O)OC(C)(C)C)C(=O)N1CCC(C(=O)NCC(=O)Nc2ccc(C)cc2)CC1	6	-2	17	0	3	-3	0
O=C(NC1CCCCCC1)c1cccc(COCC(F)(F)F)c1	-5	2	.	39	.	.	.
CCOc1ccc(NC(=O)C(C)Oc2ccccc2C(=O)Nc2cccc(Cl)c2Cl)cc1 (stereo not given)	3	15	.	6	.	.	.
COc1ccc(/C=C/C(=O)Oc2cc(C)[nH]c(=O)c2[N+](=O)[O-])cc1OC	.	.	3	.	5	-2	-1
COc1ccc(NC(=O)CSc2nc3ccc(OC)cc3[nH]2)cc1	10	14	-4	4	2	1	5
S=c1[nH]nc([C@@H]2C[C@H]2c2ccccc2)n1-c1ccccc1Cl	.	5	-5	.	-1	-5	-4
COCC#Cc1cnc2c(c1)C(=O)N([C@@H](C)CO)C[C@H](C)[C@H](CN(C)S(C)(=O)=O)O2	-6	.	10	4	9	-3	-2
CN1C(=O)c2cc(NC(=O)c3ccc(F)cc3)ccc2OC[C@H]2O[C@H](CC(=O)NCC3CC3)CC[C@H]21	-9	1	-1	-1	0	1	0
CCOc1ccc(S(=O)(=O)N2CCOCC2)cc1NC(=O)CN1C(=O)NC2(CCCC2)C1=O	6	6	2	.	0	-1	3
O=C(C[C@@H]1C=C[C@@H](NS(=O)(=O)c2ccccc2)[C@H](CO)O1)NCc1ccncn1	-5	.	0	0	2	-6	-2
COc1ccc(C(=O)/C=C/c2ccc(OC3CSC3)cc2)cc1OC	1	.	-12	-2	.	.	.
Cc1ccc(NC(=O)CSc2nnc(CNC(=O)c3ccco3)n2C)c(C)c1	10	-2	-5	-3	-1	-2	0
Cc1noc(C)c1NC(=O)N(C)C[C@H]1Oc2ccc(NS(=O)(=O)c3ccccc3)cc2C(=O)N([C@H](C)CO)C[C@@H]1C	2	10	8&3	7	-4&-11	-8&0	2&-1
O=C(N[C@@H]1CC[C@H](CC(=O)N2CCOCC2)O[C@H]1CO)c1ccccn1	4	.	3	-5	-3	2	1
COc1cc(/C=N/NC(=O)c2ccc(O)cc2)ccc1OCC(=O)Nc1cccc([N+](=O)[O-])c1	9	-5	-18	11	-1	-3	-1
COc1cccc(C2C(C#N)=C(C)NC3=C2C(=O)CC(C)(C)C3)c1 (stereo not given)	.	6	12	.	-1	-15	-1
OC[C@@H]1Nc2ccc(-c3ccccc3)cc2[C@H]2[C@@H]1CCN2Cc1ccccc1F	-5	7	-63	25	1	-3	-2
CC(OC(=O)c1ccc(-c2ccc(O)cc2)cc1)C(=O)NC1CCCCC1C (stereo not given)	-8	1	0	8	-6	2	-2
Cc1cc(C)cc(-c2nnc(SCC(=O)NCC3CCCO3)o2)c1 (stereo not given)	5	-1	-5	-1	1	1	1
C=CCOc1ccc(/C=C/C(=O)OCC(=O)N(C)C2CCS(=O)(=O)C2)cc1 (stereo not given)	0	-4	-3	4	-1	-2	-1
FC(F)(F)c1cnc(COc2cc(Cl)cc(Cl)c2)c(Cl)c1	3	-1	2	-2	6	-7	-2
Cc1ccccc1OCC(=O)NCC(=O)N/N=C/c1cccc([N+](=O)[O-])c1	.	-6	-20	.	-6	-4	.
Nc1nc(-c2ccccc2)nn1S(=O)(=O)c1ccccc1	3	12	12	3	-1	.	-3
CO[C@@H]1CN(C)C(=O)c2ccc(NC(=O)C3CC3)cc2OC[C@@H](C)N(C(=O)NC(C)C)C[C@@H]1C	-5	-2	7	-4	6	-5	-1

Molecules above with a COOH group:
SMILES	C2C12 statin	FN deposit inh	LGR2 inh	esBAF inh	S100A4 MyoIIA	SIRT5 block	CASP6 VEID inh
CC(C)(C)[S@](=O)N1Cc2cc(C(=O)O)nc(-c3cccc(-c4ccc(F)cc4)c3)c2[C@@H]1CCO	.	1	-9	.	4	7	1
CCOc1ccc(C=NNc2ccc(S(=O)(=O)Nc3ccccc3C(=O)O)cc2[N+](=O)[O-])cc1	4	1	-6	-6	0	20*	23

Next part
SMILES	C2C12 statin	FN deposit inh	LGR2 inh	esBAF inh	S100A4 MyoIIA	SIRT5 block	CASP6 VEID inh
Cc1onc(-c2ccccc2)c1-c1csc(COc2ccccc2)n1	16	-3	3	2	0	-5	1
COc1ccc(NC(=O)CN2C(=O)NC(C)(c3ccccc3)C2=O)cn1 (stereo not given)	2	6	-4	8	-2	-1	5
CCC(C)C(=O)Nc1nnc(SCC(=O)Nc2ccc(F)cc2)s1 (stereo not given)	.	.	9	.	1	1	-2
Cc1cccc(N2C(=O)CC(N3CCC(c4nc5ccccc5[nH]4)CC3)C2=O)c1 (stereo not given)	5	-15	.	1	.	.	.
Cc1ccsc1CNC(=O)C1(C)CCCN1CC(C)C (stereo not given)	7	-5	-4	4	-3	.	-3
CC(NS(=O)(=O)c1ccc(Cl)cc1)C(=O)OCC(=O)Nc1ccc(N(C)C)cc1 (stereo not given)	11	3	-7	4	-19	-4	0
CCCn1c2ccccc2c2cnn(CC(=O)NCCCN3C(C)CCCC3C)c(=O)c21 (stereo not given)	-6	8	5	10	0	5	-31
Cc1cc(C(=O)Nc2cccc3c2O[C@H](CN(C)Cc2ccc(C(=O)Nc4ccccc4N)cc2)[C@@H](C)CN([C@H](C)CO)C3=O)n(C)n1	-65	10	-12	-5	2	3	0
CC=Cc1ccc2n(c1=O)C[C@H]1[C@H](CO)[C@@H](C(=O)N3CCN(C)CC3)N(Cc3ccccc3F)[C@@H]21 (mixture of isomers)	7	.	-25	2	6	5	-2
CCN(CC)C(=O)c1ccc(CS(=O)(=O)Cc2ccccc2)cc1	-2	-6	1	-1	1	0	0
COc1ccc(S(=O)(=O)N2CCC(NC(=O)c3cccnc3)CC2)cc1	-46	3	3	-6	3	-1	-2
O=C1CSCN1c1ccccc1	.	.	.	.	5	0	0
Cc1ccc(S(=O)(=O)N(C)C[C@@H]2Oc3cc(-c4cccc(F)c4)ccc3S(=O)(=O)N([C@@H](C)CO)C[C@@H]2C)cc1	-50	.	15	3	2	-3	1
COc1cccc2[nH]c(-c3ccccn3)nc12	.	11	1	.	1	.	-3
O=C(NCc1ccccc1)C1C(c2ccc3c(c2)OCO3)=Nc2ccccc2N1C(=O)c1ccco1 (stereo not given)	.	4	-44	.	-5	.	-2
C[C@@H]1ON(C)[C@H]2C[C@H]3c4[nH]c5cccc(-c6ccc7c(c6)OCO7)c5c4CCN3C(=O)[C@@H]12	.	-5	2	.	-3	-6	9
O=C(NCc1ccc(Cl)cc1)C1C2C=CC3(CN(Cc4cccnc4)C(=O)C13)O2 (stereo not given)	12	.	8	-6	-4	-5	-3
COc1cccc(CC(=O)Nc2nccs2)c1	-1	3	2	-1	.	.	.
CCNC(=O)C[C@H]1CC[C@@H]2[C@H](COc3ccc(NC(=O)Nc4c(C)noc4C)cc3C(=O)N2C)O1	-7	-26	7	0	29	-1	1
O=C(COC(=O)c1ccccc1O)NC1CCCc2ccccc21 (stereo not given)	16	-9	19	5	-1	1	1
C[C@@H]1CCCCO[C@@H](CN(C)Cc2ccc(C(=O)Nc3ccccc3N)cc2)[C@@H](C)CN([C@H](C)CO)C(=O)c2cc(NC(=O)Nc3ccccc3)ccc2O1	.	0	13	-12	10	.	3
CC12CCC3C(CCC4CC(O)CCC43C)C1CC(O)C2 (stereo not given)	-8	12	8	.	-1	1	-1
O=C(C[C@H]1C[C@@H]2c3cc(NS(=O)(=O)c4ccccc4)ccc3O[C@@H]2[C@H](CO)O1)N1CCCCC1	4	-1	2	1	2	0	-3
CC(=O)Nc1ccc(C(=O)Nc2ccc(S(=O)(=O)Nc3nccc(C)n3)cc2)cc1	-5	6	14	-17	0	-2	-2
COc1cc(C(=O)OCC(=O)N2CCCCC2C)ccc1OCc1c(C)noc1C (stereo not given)	7	5	-39	1	-4	-4	3
O=C(Nc1ccc(C(=O)O)cc1)/C(=C\c1ccc2c(c1)OCO2)NC(=O)c1ccc(Br)o1	.	4	13	.	-4	6	5
CCNC(=O)C1(C)CCCN(C(=O)c2cc(C)n(C(C)(C)C)n2)C1 (stereo not given)	4	-6	18	0	10	-1	1

4 entries from above, arranged by SMILES length, low to high:
SMILES	C2C12 statin	FN deposit inh	LGR2 inh	esBAF inh	S100A4 MyoIIA	SIRT5 block	CASP6 VEID inh
CCOC(=O)c1ccc(S(=O)(=O)NC2CC2)cc1	-1	-8	-4	5	2	2	1
CCOc1ccc(NC(=O)C(C)Oc2ccccc2C(=O)Nc2cccc(Cl)c2Cl)cc1 (stereo not given)	3	15	.	6	.	.	.
CN1C(=O)c2cc(NC(=O)c3ccc(F)cc3)ccc2OC[C@H]2O[C@H](CC(=O)NCC3CC3)CC[C@H]21	-9	1	-1	-1	0	1	0
Cc1ccc(S(=O)(=O)N(C)C[C@@H]2Oc3cc(-c4cccc(F)c4)ccc3S(=O)(=O)N([C@@H](C)CO)C[C@@H]2C)cc1	-50	.	15	3	2	-3	1

These rows are one share of the data. The share of hits here may be higher or lower than overall.
